MrgX1 PAM: allosterically activates human MrgX1 receptor signaling | Q96LB2 | MrgX1-HEK293, Fluo-4 calcium flux, FDSS; hits give high values | B-score at 10 µM | hit rate 0.63% among 310,000;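 active = plate-corrected calcium response at least 3 library SD above typical, normal starting fluorescence, not activating the receptor alone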;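 also: compound read alongside a low EC10 to EC30 dose of BAM8-22 agonist; peak minus trough fluorescence over baseline measured at the second addition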
AI-2 QS modul: Vibrio harveyi AI-2 quorum sensing modulation; AID 2094; activity change, % at 7.5 µM; hit rate 0.4% among 300,000; Vibrio harveyi JMH597 AI-2 luminescence/OD600 ratio, 9 h; hits give low values; strain lacks LuxN and CqsS sensors; 0 = neutral-control median; in the data active = activity change below about -75%, passing the limit was not always enough;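 also: luminescence divided by OD600 gain over 9 h not by final OD600 alone; inactives centre near 13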
TRPC6 inh: inhibitors of mouse TRPC6 channel. HEK293-TRPC6, membrane potential dye, ACh-evoked depolarization; hits give low values. B-score at 10 µM. hit rate 1.1% among 310,000. AID 2553;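 active = B-score under library mean minus 3 SD, initial fluorescence not abnormally high, positive integrated signal ratio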;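 also: B-score derived from integrated fluorescence ratio over the kinetic read; more negative B-score means stronger inhibition of depolarization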
Target sequence (Q61143 whole entry, looked up): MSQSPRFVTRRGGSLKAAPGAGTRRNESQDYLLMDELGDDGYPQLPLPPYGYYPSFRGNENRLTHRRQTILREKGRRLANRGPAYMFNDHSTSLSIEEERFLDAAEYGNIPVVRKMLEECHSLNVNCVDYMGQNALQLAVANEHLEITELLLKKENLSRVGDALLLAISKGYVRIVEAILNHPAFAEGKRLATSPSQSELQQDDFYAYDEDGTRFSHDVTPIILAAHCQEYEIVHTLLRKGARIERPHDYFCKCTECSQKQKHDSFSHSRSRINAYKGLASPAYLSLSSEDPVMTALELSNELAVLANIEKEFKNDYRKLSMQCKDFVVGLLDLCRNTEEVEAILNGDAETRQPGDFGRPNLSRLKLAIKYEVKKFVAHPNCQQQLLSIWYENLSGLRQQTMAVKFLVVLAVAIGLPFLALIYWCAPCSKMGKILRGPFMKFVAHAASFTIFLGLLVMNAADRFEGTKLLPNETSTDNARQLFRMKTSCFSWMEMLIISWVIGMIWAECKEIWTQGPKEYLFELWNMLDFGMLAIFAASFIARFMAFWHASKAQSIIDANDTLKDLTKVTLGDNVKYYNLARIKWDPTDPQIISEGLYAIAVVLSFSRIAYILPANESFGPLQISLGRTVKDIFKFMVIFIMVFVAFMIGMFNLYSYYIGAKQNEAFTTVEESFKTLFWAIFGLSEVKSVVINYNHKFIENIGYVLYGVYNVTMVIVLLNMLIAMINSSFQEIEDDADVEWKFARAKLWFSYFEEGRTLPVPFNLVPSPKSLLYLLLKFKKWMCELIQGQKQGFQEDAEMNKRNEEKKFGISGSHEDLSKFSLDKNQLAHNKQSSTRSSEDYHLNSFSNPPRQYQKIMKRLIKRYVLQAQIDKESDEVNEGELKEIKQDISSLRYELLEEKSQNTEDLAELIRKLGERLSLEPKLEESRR
TRPC6 activator: mouse TRPC6 channel activation. HEK293-TRPC6 membrane potential dye fluorescence; hits give high values. Q61143. AID 2550. hit rate 0.13% among 310,000. B-score at 10 µM;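 active = B-score of the integrated fluorescence ratio above library mean plus 3 SD, and starting fluorescence ratio within library mean plus 5 SD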;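 also: higher score means more depolarization so channel activation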
TRPC4 inh: blocks the mouse TRPC4 cation channel; B-score at 10 µM; Q9QUQ5; HEK293 TRPC4beta/mu-opioid, DAMGO-evoked Fluo4 calcium flux; hits give low values; hit rate 0.39% among 300,000; AID 2247;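 active = B-score over 3 SD under the library average, no early fluorescence shift, positive overall ratio signal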
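Material: HEK293 cells with stable TRPC4beta plus mu-opioid receptor expression; probe or stimulus: DAMGO in two steps, submaximal then maximal; technique: Fluo4 calcium fluorescence by kinetic imaging, 5 s 1 Hz baseline; measure: integrated fluorescence ratio relative to baseline, converted to per-well B score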
TRPC4 act: opens the mouse TRPC4 cation channel; Q9QUQ5; B-score at 10 µM; hit rate 0.49% among 310,000; HEK293 TRPC4beta/mu-opioid, Fluo4 calcium fluorescence; hits give high values;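 active = B-score above 5 SD of library B-scores, and initial fluorescence ratio not above library mean plus 5 SD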;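 also: positive B-score marks a calcium rise read as TRPC4 activation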
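Material: HEK293 stable line with TRPC4beta plus mu-opioid receptor; technique: Fluo4 calcium-sensitive dye fluorescence, kinetic, 1 Hz baseline; timing: Fluo4 dye loading 45 min at room temperature, 110 s recording; controls: assay buffer as low control, maximal DAMGO as high control; read-out: integrated baseline-normalised fluorescence ratio, converted to per-well B score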
MrgX1 ag: activates human MrgX1 receptor signaling. Q96LB2. MrgX1-HEK293 cells, Fluo-4 calcium fluorescence, agonist mode; hits give high values. B-score at 10 µM. hit rate 0.44% among 310,000;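 active = calcium response B-score plate-corrected fluorescence ratio at least 3 library SD, with starting fluorescence B-score inside 5 SD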
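Material: MrgX1-expressing HEK293 cells; input: 15,000 cells per well; doses: test compound given as first of three sequential additions; schedule: overnight plating before 1 h dye loading; technique: Fluo-4 NW calcium-flux fluorescence, kinetic read; evaluation: baseline-normalised fluorescence change ratio, B-scored; control set: plate-wise positive and negative controls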
MrgX1 antag: antagonists of human MrgX1 receptor | MRGX1-HEK293 calcium flux, Fluo-4, BAM8-22 antagonism; hits give low values | AID 588676 | hit rate 1.3% among 310,000 | B-score at 10 µM | Q96LB2;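 active = calcium-response B-score plate-corrected more than 3 library SD below zero, starting fluorescence within 5 deviations, no agonist response on first addition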;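 also: peak minus trough fluorescence over baseline after final BAM8-22 challenge near maximal dose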
TRPC4 potent: allosterically enhances the mouse TRPC4 cation channel; hit rate 0.42% among 310,000; HEK293 TRPC4beta/mu-opioid, DAMGO EC20, Fluo-4 Ca2+ flux; hits give high values; AID 2227; B-score at 10 µM; Q9QUQ5;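 active = B-score of calcium response area above 5 SD of library B-scores, with initial fluorescence ratio within 5 SD of library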;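 also: B-score of integrated fluorescence ratio over time as area under calcium response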
PolyA inh: yeast polyadenylation inhibition; S. cerevisiae SKY197-pL101 polyadenylation reporter, beta-gal luminescence; efflux-impaired pdr1/pdr3 knockout yeast; score 100 = 6 SD above DMSO; calls only at 12 µM; hit rate 0.02% among 300,000; AID 1875;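 active = lowest replicate activity score at least 50, where 100 means six control SD above control mean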;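 also: yeast exposed to compound for 9 h at 30 °C; higher score means more reporter readthrough which indicates perturbed polyadenylation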
HIF act: HIF pathway transcriptional activation; U2OS HRE-luciferase reporter, luminescence; normalized: DMSO 0%, desferrioxamine 100%; activation, % at 7.5 µM (by protocol); hit rate 0.32% among 300,000; AID 1910;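 active = mean activation of at least 10% of the iron chelator positive control signal, with at least half of replicates also reaching 10%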
The depositor's hits bear a star; i = inactive; nt = not tested or not shown. An excerpt. The share of hits here may be higher or lower than overall.

SMILES	MrgX1 PAM	AI-2 QS modul	TRPC6 inh	TRPC6 activator	TRPC4 inh	TRPC4 act	MrgX1 ag	MrgX1 antag	TRPC4 potent	PolyA inh	HIF act
CN1CCN(c2ncc(CN3C(=O)c4ccccc4C3=O)s2)CC1	i	0.9	i	i	i	i	i	i	i	i	-0.1
COC(=O)c1c(-c2ccccc2)csc1NC(=O)c1ccco1	i	-2.9	i	i	i	i	i	i	i	i	3.1
Cc1ccsc1C(=O)OCC(=O)Nc1c(C)n(C)n(-c2ccccc2)c1=O	i	23.4	i	i	i	i	i	i	i	i	0.0
CCCN(CCC)C(=O)CCS(=O)(=O)c1cccc2nsnc12	i	13.0	i	i	i	i	i	i	i	i	0.0
Cc1ccccc1OCCn1c(=O)oc2ccccc21	i	7.5	i	i	i	i	i	i	i	i	0.5
CSc1ccc(S(=O)(=O)N(CC(=O)NCc2ccccn2)c2ccc(C)cc2)cc1	i	-1.6	i	i	i	i	i	i	i	i	1.1
CCCCCC(=O)Nc1cccc(C2=NOC3(C2)C[C@H](C(N)=O)N(C(=O)CC#N)C3)c1 (some centres not stated)	nt	16.6	i	i	i	i	nt	nt	i	i	-0.3
Cc1ccc(S(=O)(=O)/N=C(/Nc2cccc(O)c2)c2ccccc2)cc1	i	13.1	i	i	i	i	i	i	i	i	0.4
N#Cc1cnn(Cc2ccccc2)c1/N=C/N1CCOCC1	i	-8.1	i	i	i	i	i	i	i	i	0.2
COC(=O)Cc1c(C)nc2nc(-c3ccc(C)cc3)[nH]n2c1=O	i	31.1	i	i	i	i	i	i	i	i	0.2
Cc1cccc(C)c1OCCNC(=O)c1ccc2ccccc2n1	i	-1.2	-13.4*	12.5*	i	i	i	i	i	i	-0.2
Cc1cccc(OCC(=O)Nc2ncn[nH]2)c1C	i	0.9	i	i	i	i	i	i	i	i	0.0
COc1ccc(-n2nc3c(c2NC(=O)CCCCl)CSC3)cc1	i	11.9	i	i	i	i	i	i	i	i	3.1
Cc1cc(C)nc(N2CCC(CNC(=O)CCc3ccccc3)CC2)n1	i	6.7	i	i	i	i	i	i	i	i	-0.6
COCCNc1nnc(Cc2ccc(Cl)cc2)c(=O)[nH]1	i	-7.3	i	i	i	i	i	i	i	i	0.0
COc1ccccc1OCc1nnc(SCC(=O)Nc2ccc(N3CCOCC3)cc2)n1C	i	34.4	i	i	i	i	i	i	i	i	-1.9
COc1cccc(CNC(=O)CCC2CCCN(C(=O)CCC(F)(F)F)C2)c1 (configuration not stated)	i	39.6	i	i	i	i	i	i	i	i	-0.1
CCCCc1ccc(NC(=S)N2CCC(O)CC2)cc1	i	33.2	i	i	i	i	i	i	i	i	0.0
Cc1sc2ncnc(N3CCC(C(=O)NNC(=O)c4ccc(Cl)cc4)CC3)c2c1C	i	8.4	i	i	i	i	i	i	i	i	0.1
CC(C)Oc1ccccc1C1NC(=O)CCC1[N+](=O)[O-] (configuration not stated)	i	20.0	i	i	i	i	i	i	i	i	-11.0
CCOC(=O)C1(Cc2ccccc2C(F)(F)F)CCN(Cc2ccon2)CC1	i	25.0	i	i	i	i	i	i	i	i	0.5
O=C1c2ccccc2C(Nc2ccccc2)N1c1cccnc1 (configuration not stated)	i	23.1	i	i	i	i	i	i	i	i	-0.3
O=C(N/N=C/c1ccc(O)cc1O)c1ccncc1	i	100.8	i	i	i	i	i	i	i	i	0.5
CN1CCCN(C(=O)c2cc3c(s2)CCCC3)CC1	i	2.9	i	i	i	i	i	i	i	i	0.2
Cc1noc(NS(=O)(=O)c2ccc(N/C=C\C(=O)c3ccccc3)cc2)c1C	i	-10.0	i	i	i	i	i	i	i	i	0.5
O=C(Nc1ccccc1N1CCN(C(=O)c2ccccc2)CC1)c1ccc2c(c1)OCO2	i	15.5	i	i	i	i	i	i	i	i	-0.3
CCC(C)c1c(O)nc(SCc2ccccc2)[nH]c1=O (configuration not stated)	i	27.3	i	i	i	i	i	i	i	i	-0.4
Cc1ccc(CN2CCN(Cc3cnc(C)s3)CC2CCO)cc1 (configuration not stated)	i	2.5	i	i	i	i	i	i	i	i	-0.2
Cc1ccc(OCC(=O)c2ccc3c(c2)CCCC3)cc1C	i	4.5	i	i	i	i	i	i	i	i	1.4
Cc1nn2c(-n3ccnc3)c3c(nc2c1-c1ccccc1)CCC3	i	4.7	i	i	i	i	i	i	i	i	-0.5
Cc1cc(NC(=O)CSc2nnc(-c3ccncc3)n2N)ccc1Br	i	-13.9	i	i	i	i	i	i	i	i	0.3
CCCSc1nc(=S)n(Cc2ccccc2)c(C)c1C(C)=O	i	-1.3	i	i	i	i	i	i	i	i	-0.2
COc1cc(C(C(=O)NC2CCCCC2)N(Cc2cccs2)C(=O)Cc2c[nH]c3ccccc23)cc(OC)c1OC (configuration not stated)	i	38.3	i	i	i	i	i	i	i	i	0.0
CCCn1c2ccccc2c2cnn(CC(=O)NCCOC)c(=O)c21	i	16.9	i	i	i	i	i	i	i	i	0.8
COc1ccc(-c2oc3ccccc3c(=O)c2OC(C)=O)cc1	i	17.3	i	i	i	i	i	i	i	i	5.0
CC1CCN(C(=O)COC(=O)CSc2ccc(C(N)=O)cc2[N+](=O)[O-])CC1	i	-1.3	i	i	i	i	i	i	i	i	-0.1
CCN(CCn1cccn1)Cc1nc(-c2ccccc2)no1	i	5.0	i	i	i	i	i	i	i	i	-0.2
C=CCOC(=O)C1=C(C)OC(N)=C(C#N)C1c1ccc2c(c1)OCO2 (configuration not stated)	i	49.6	i	i	i	i	i	i	i	i	1.1
Cc1cc(C)n(CC(=O)NNC(=O)CCCOc2ccc(Cl)cc2C)n1	i	8.9	i	i	i	i	i	i	i	i	0.3
Cc1ccc(SCC(=O)N2CCc3ccccc32)cc1	i	20.2	i	i	nt	i	i	i	i	i	1.9
CCOC(=O)c1nnn(-c2nonc2N)c1CN1CCCC1	i	4.1	i	i	i	i	i	i	i	i	0.4
CC(C)(C)c1ccc(C(=O)N2CCC(C(=O)NCCC3=CCCCC3)CC2)cc1	i	8.3	i	i	i	i	i	i	i	i	0.5
O=C(CSc1nccc(=O)[nH]1)Nc1ccc2c(c1)OCCO2	i	23.4	i	i	i	i	i	i	i	i	-0.2
O=C(O)CCc1nn2c3ccccc3n(CC(=O)O)c2nc1=O	i	10.7	i	i	i	i	i	i	i	i	0.1
CCOc1ccc(C(=O)Nc2c3c(nn2C(C)(C)C)CSC3)cc1OCC	i	7.5	i	i	i	i	i	i	i	i	0.2
FC(F)(F)c1ccc(-c2nc(=S)[nH][nH]2)cc1	i	2.8	i	i	i	i	i	i	i	i	96.3*
CCn1c2ccccc2c2cc(N=C3SC(CC(=O)Nc4ccccc4)C(=O)N3C)ccc21 (configuration not stated)	i	14.6	i	i	i	i	i	i	i	i	-0.4
CC(=O)c1ccc(N2C(=NC(=O)CCc3ccccc3)SC3CS(=O)(=O)CC32)cc1 (configuration not stated)	i	5.0	i	i	i	i	i	i	i	i	-0.1
CC1CC=C(c2ccccc2)C(=S)N1 (configuration not stated)	i	-1.3	i	i	i	i	i	i	i	i	-0.2
COc1cccc(NC(=O)COc2cccc3c2CCNC3=O)c1	i	20.8	i	i	i	i	i	i	i	i	-1.5
(listing goes on)
SMILES	MrgX1 PAM	AI-2 QS modul	TRPC6 inh	TRPC6 activator	TRPC4 inh	TRPC4 act	MrgX1 ag	MrgX1 antag	TRPC4 potent	PolyA inh	HIF act
Cc1cccn2c(CN3CCCN(C=O)CC3)c(C(=O)N(C)CCc3ccccc3)nc12	i	9.4	i	i	i	i	i	i	i	i	0.9
Cc1ccc(N2C(=O)SC(N(CC(=O)O)c3cccc(C)c3)C2=O)cc1 (configuration not stated)	i	23.0	i	i	i	i	i	i	i	i	1.7
Cc1ccc(CSCc2ccc(C(=O)NC3CCCC3)o2)cc1	i	-2.5	i	i	i	i	i	i	i	i	-0.4
CNC(=O)CSc1cnc2ccccc2n1	i	-2.6	i	i	i	i	i	i	i	i	0.3
C=CCNC(=O)c1ccccc1NC(=O)c1ccccc1SC	i	9.6	i	i	i	i	i	i	i	i	-0.8
COc1ccc(NC(=O)c2oc3ccccc3c2NC(=O)c2ccco2)cc1	i	9.2	i	i	i	i	i	i	i	nt	0.3
CCC(C)NC(=S)Nc1ccc(C(=O)OC)cc1 (configuration not stated)	i	25.4	i	i	i	i	i	i	i	i	0.0
CCCCN(C(=O)c1cc(S(=O)(=O)N2CCCCCC2)ccc1OC)c1c(N)n(CCC)c(=O)[nH]c1=O	i	5.9	i	i	i	i	i	i	i	i	0.9
CC1(C)Cc2c(sc3c2c(N)nc(=S)n3Cc2ccc(Br)cc2)CO1	i	25.1	i	i	i	i	i	i	i	i	-0.1
CSc1ccc(CN(C)Cc2nc3cc(C(F)(F)F)ccc3c(=O)[nH]2)cc1	i	5.7	i	i	i	i	i	i	i	i	-0.4
CCCn1c(N)c(Sc2ccc(Cl)cc2)c(=O)n(CCC)c1=O	i	-8.4	i	i	i	i	i	i	i	i	-0.3
C=C1/C(=C\C=C2/CCC[C@]3(C)[C@@H]([C@H](C)CCCC(C)(C)O)CC[C@@H]23)C[C@@H](O)C[C@@H]1O	i	14.4	i	i	i	i	i	i	i	i	-0.5
C1CN(c2nc3nonc3nc2N2C[C@H]3CC[C@H]2C3)CCS1	i	12.0	i	i	i	i	i	i	i	i	-0.8
Cc1cc(C)n2nc(CNS(=O)(=O)c3ccc(CC(C)C)cc3)nc2n1	i	10.8	i	i	i	i	i	i	i	i	-0.2
Cc1cc(NS(=O)(=O)c2ccc(NC(=O)c3ccco3)cc2)no1	i	28.5	i	i	i	i	i	i	i	i	-0.3
O=C(Cn1nnc2ccccc21)c1ccc(Cl)cc1	i	10.0	i	i	i	i	i	i	i	i	1.9
O=C(CCl)N(Cc1ccccc1)c1ccccc1	i	8.4	i	i	i	i	i	i	i	i	0.2
Cc1cccc(C(=O)N2N=C(c3ccc(NS(C)(=O)=O)cc3)CC2c2cccs2)c1 (configuration not stated)	i	11.0	i	i	i	i	i	i	i	i	-24.3
